# EBI2 block – EBI2 receptor antagonists, beta-arrestin recruitment, primary screen, cell-based, luminescence, 7a,25-OHC stimulation, uHTS; AID 651636, 2012; hit rate 0.81% among 360,000; 7a,25-OHC stimulated; inhibition, % at 5 µM; in the data active = inhibition above about 38%;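 also: enzyme fragment complementation signal reports receptor beta-arrestin coupling in cells; 0% = agonist plus DMSO wells and 100% = wells without agonist; some results beyond the cut were filed as inactive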
# Target sequence (P32249 whole entry, looked up, the tested form may be a part): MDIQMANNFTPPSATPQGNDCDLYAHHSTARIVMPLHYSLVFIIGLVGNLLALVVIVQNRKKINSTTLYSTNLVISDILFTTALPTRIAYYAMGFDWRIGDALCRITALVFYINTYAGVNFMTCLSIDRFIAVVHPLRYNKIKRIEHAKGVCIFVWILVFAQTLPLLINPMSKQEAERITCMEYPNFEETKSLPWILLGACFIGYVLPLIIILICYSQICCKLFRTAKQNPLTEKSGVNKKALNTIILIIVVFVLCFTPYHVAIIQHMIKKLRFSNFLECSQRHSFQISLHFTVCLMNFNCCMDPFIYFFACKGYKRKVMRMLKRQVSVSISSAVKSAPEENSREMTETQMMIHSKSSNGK
# CXCR6 inh – CXCR6 receptor inhibitors, primary screen, cell-based, beta-arrestin, luminescence, CHO-K1 PathHunter, 1536-well; C-X-C chemokine receptor type 6 (Homo sapiens), O00574; inhibition, % at 20 µM; hit rate 0.36% among 360,000; AID 602244, 2012; in the data active = inhibition above about 34%, passing the limit was not always enough;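 also: antagonist mode with CXCL16 agonist at 10 nM final; 0% = 10 nM CXCL16 with DMSO and 100% = unstimulated wells without agonist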
# Target sequence (O00574 whole entry, looked up): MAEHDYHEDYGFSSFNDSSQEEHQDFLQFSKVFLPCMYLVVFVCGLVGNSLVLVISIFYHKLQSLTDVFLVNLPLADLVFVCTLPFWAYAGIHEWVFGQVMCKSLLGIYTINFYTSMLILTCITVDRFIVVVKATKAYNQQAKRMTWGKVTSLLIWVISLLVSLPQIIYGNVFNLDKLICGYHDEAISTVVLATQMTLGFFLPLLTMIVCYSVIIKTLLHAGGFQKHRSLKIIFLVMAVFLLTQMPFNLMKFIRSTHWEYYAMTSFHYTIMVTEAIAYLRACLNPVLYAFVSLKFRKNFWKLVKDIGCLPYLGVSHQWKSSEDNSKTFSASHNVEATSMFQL
# tim23-1 inh – growth inhibitors of tim23-1 mutant yeast, primary screen, luminescence, uHTS; S. cerevisiae tim23-1 growth, BacTiter-Glo luminescence, 24 h; inhibition, % at 20 µM; hit rate 1.3% among 330,000; AID 463212, 2010;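 active = growth inhibition of the mutant yeast at or above 50%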;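 also: temperature-sensitive mutant grown at 25 °C; plate controls were DMSO-treated mutant yeast for no effect and medium wells lacking yeast for full effect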
# UPR XBP1 act – activators of adaptive XBP1 UPR arm, primary screen, cell-based, CHO-XBP1 luciferase reporter, luminescence, uHTS. IRE1-XBP1 UPR activation; percent of tunicamycin response, DMSO as zero. activation, % at 20 µM. hit rate 0.33% among 330,000;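 active = versus positive control, 20 µM dose yields 30% or more activation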;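 also: 100% = tunicamycin at 10 µg/mL and 0% = DMSO only wells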
#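 Assay system: CHO-XBP1 luciferase reporter cells; Schedule: 6 h treatment, 37 °C; Detection: glow luminescence from Steady-Glo reagent; Benchmarks: high control tunicamycin 10 µg/mL final, low control DMSO vehicle only.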
# APJ ag – agonists of human apelin receptor APJ, primary screen, CHO-K1 cells, PathHunter beta-arrestin, luminescence. P35414. 0% DMSO wells, 100% apelin. activation, % at 20 µM. hit rate 0.11% among 330,000;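 active = activation more than six SD over the plate average, tested at 20 µM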;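 also: 0% = DMSO alone and 100% = apelin-13 at 10 nM; some results filed as inactive read as strong as hits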
# Target sequence (P35414 whole entry, looked up): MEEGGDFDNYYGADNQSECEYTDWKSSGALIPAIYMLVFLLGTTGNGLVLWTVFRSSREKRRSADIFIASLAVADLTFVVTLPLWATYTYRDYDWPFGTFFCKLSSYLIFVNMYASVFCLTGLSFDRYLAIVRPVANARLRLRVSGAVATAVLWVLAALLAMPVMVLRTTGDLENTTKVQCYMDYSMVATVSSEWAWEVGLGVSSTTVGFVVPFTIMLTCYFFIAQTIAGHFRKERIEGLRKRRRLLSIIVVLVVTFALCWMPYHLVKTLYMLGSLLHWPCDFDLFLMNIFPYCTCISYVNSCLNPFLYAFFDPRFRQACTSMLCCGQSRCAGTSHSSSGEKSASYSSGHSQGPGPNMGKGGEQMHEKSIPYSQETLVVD
#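 assay system = CHO-K1 APJ beta-arrestin complementation cell line | input = cell density 1000 per well | dosing = compound 20 µM once, DMSO 1% | timing = compound 90 min 25 °C, reagent 1 h | measured by = luminescence from split beta-galactosidase complementation, Galacton Star/Emerald II substrate | read-out basis = APJ agonist activity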
# Mdm2 MdmX PPI – inhibitors of human Mdm2-MdmX association, primary screen, cell-based, luminescence, split luciferase, SaOS-2, uHTS | hit rate 3% among 330,000 | SaOS-2 split-luciferase Mdm2/MdmX complementation | inhibition, % at 8 µM;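 active = inhibition of at least 50% at 8 µM in the primary screen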
# CHOP UPR activ – activators of apoptotic CHOP UPR arm, primary screen, cell-based, CHO-CHOP luciferase reporter, luminescence, uHTS; activation, % at 10 µM; UPR activation; percent of tunicamycin response over DMSO baseline; hit rate 0.34% among 330,000; AID 449763, 2010;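 active = at 10 µM dose, activation of 40% or more, normalized to positive control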;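 also: 100% = tunicamycin at 10 µg/mL and 0% = DMSO alone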
#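 Test system: CHO CHOP reporter cells. Input: 500 CHO-CHOP cells per well. Medium: F12 with 10% FBS. Technique: luciferase luminescence. Measure: percent activation relative to tunicamycin control. Dosing: 10 µM compound, 0.5% DMSO. Timing: 16-18 h cell attachment, then 6 h compound exposure, 37 °C.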
# APJ antag – antagonists of human apelin receptor APJ, primary screen, CHO-K1 cells, beta-arrestin complementation, luminescence; AID 2521, 2010; P35414; hit rate 0.32% among 330,000; inhibition, % at 20 µM;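 active = inhibition above about 40% at 20 µM, limit read from the data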;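 also: cells challenged with 10 nM apelin-13 agonist together with compound; plate controls were apelin-13 plus DMSO wells for no effect and DMSO wells lacking apelin-13 for full effect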
# CCR6 antagonist – CCR6 receptor antagonists, primary screen, cell-based, CHO-K1, luminescence, beta-arrestin, uHTS. C-C chemokine receptor type 6 (Homo sapiens), P51684. CHO-K1 CCR6 PathHunter beta-arrestin, CCL20-stimulated. inhibition, % at 20 µM. hit rate 0.49% among 340,000;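 active = compounds whose inhibition of the agonist-driven luminescence signal at 20 µM reaches about 50%, limit read from the data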;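 also: cells stimulated with CCL20 at 14 nM final; plate controls were DMSO with CCL20 for no effect and DMSO without agonist for full effect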
# Active calls of the source: *; nt = not tested or not shown.
Molecule | EBI2 block | CXCR6 inh | tim23-1 inh | UPR XBP1 act | APJ ag | Mdm2 MdmX PPI | CHOP UPR activ | APJ antag | CCR6 antagonist
C=C1CCC2C(C)(C)[C@@H](O)CC[C@@]2(C)[C@@H]1COc1ccc2ccc(=O)oc2c1 (stereo partly specified) | 10 | 5 | 35 | 2 | -1 | 8 | 0.3 | 3 | -7
CCc1cccc(NC(=O)Cn2c(=O)oc3cc(S(=O)(=O)N4CCOCC4)ccc32)c1 | -6 | 0 | 28 | -2 | -3 | -6 | 2.1 | -64 | -6
CC(C)CCn1c(Oc2ccccc2Cl)nc2c1c(=O)n(C)c(=O)n2C | 20 | 1 | -27 | 0 | -4 | 18 | -2.3 | -5 | 9
CCOC(=O)N1CCN(S(=O)(=O)N2CCCC(C(=O)NCc3ccccc3OC)C2)CC1 (stereo unspecified) | -7 | -7 | 15 | -4 | -5 | 32 | 0.3 | -3 | -6
O=C(c1ccc(F)cc1)c1ccc(N2CCCC2)cc1 | -1 | 12 | 31 | 4 | -4 | -71 | 6.3 | 9 | 26
Cc1oc(-c2ccc(Cl)cc2)nc1CS(=O)CC(=O)NCCCN1CC(C)CC(C)C1 (stereo unspecified) | -3 | -5 | 7 | -3 | -2 | 39 | 2.5 | 7 | 21
CCOC(=O)c1cnc2ccc(C)cc2c1OCc1cc(F)cc(F)c1 | -2 | 0 | 24 | -3 | 0 | -3 | -0.8 | 11 | 12
C#CCOCCOCCOCCNc1nc(N2CCN(C(=O)C([C@@H](C)CC)n3cc(C(N)COC(=O)C(F)(F)F)nn3)CC2)nc(N2CCN(C(=O)[C@H](CCC(=O)O)n3cc(C(N)CC(C)C)nn3)CC2)n1 (stereo partly specified) | nt | nt | 18 | -3 | -2 | -4 | 1.2 | 8 | -6
CCCN1CCN(S(=O)(=O)c2ccc(-n3cnnn3)cc2)CC1 | -4 | 8 | -3 | -2 | 0 | 9 | -2.3 | -15 | -11
CCOC(=O)CN1NC2(CCCCCCC2)NC1=S | -4 | -4 | -2 | 1 | -3 | 29 | -0.8 | -18 | -2
COc1ccc(NC(=O)COC(=O)CCSc2ccccc2)cc1OC | 2 | 3 | 17 | 0 | -2 | -1 | -0.2 | 0 | -3
COc1ccccc1CC(=O)Nc1ccc(Cl)cc1C(=O)O | -8 | -2 | 11 | -3 | -1 | 2 | -2.4 | -14 | -4
CCC(C)N(C(=O)CSc1nc(C)c(C)c(C)c1C#N)C1CCS(=O)(=O)C1 (stereo unspecified) | -4 | 13 | 19 | -2 | -4 | -33 | -0.1 | -9 | -6
CCC(C(=O)N1CCc2ccccc2C1)n1nc(C)n2c(cc3occc32)c1=O (stereo unspecified) | 9 | -5 | 8 | -3 | -3 | 5 | -2.6 | -21 | -6
CCN(CC)CCCNC(=O)C1CCN(C(=O)c2oc3cc4sc(N(C)C)nc4cc3c2C)CC1 | -6 | 2 | -6 | -2 | -2 | 2 | -0.4 | 1 | -3
CCOC(=O)C(CC)Sc1nnc2c3cc(C)ccc3n(C)c2n1 (stereo unspecified) | 4 | 2 | 30 | 0 | -6 | 17 | 0.6 | 16 | 6
Cc1ccc(N2CN(S(=O)(=O)c3cccc([N+](=O)[O-])c3)c3nc4ccccc4nc32)cc1 | -3 | -16 | 7 | -4 | 6 | 26 | -0.9 | -32 | 0
Cn1nccc1C(=O)Nc1cccc(S(=O)(=O)N2CCOCC2)c1 | -9 | 4 | -18 | -4 | -6 | 18 | -0.2 | -22 | 0
Cc1cccc(C(=O)Nc2cccc(C(=O)N/N=C/c3ccccn3)c2)c1 | -1 | -1 | 19 | 1 | -1 | 0 | 4.5 | 10 | 13
NC(=S)NC1CC2C=CC1C2 (stereo unspecified) | 4 | 1 | 13 | 0 | -4 | 21 | 1.7 | 5 | -1
COc1cccc(C2NC(=O)CCC2[N+](=O)[O-])c1OC (stereo unspecified) | -5 | 5 | -2 | -3 | 0 | 19 | -1.0 | -10 | 10
O=C(CSC(=S)N1CCCC1)Nc1ncc(Cl)cc1Cl | -17 | 0 | 4 | 0 | 0 | 5 | -0.7 | 3 | 10
COc1ccccc1CCc1nnc(CCC(=O)NC(C)Cc2cccs2)o1 (stereo unspecified) | -1 | -11 | 16 | -3 | -2 | 26 | 0.2 | 17 | 1
O=C(O)c1cc(Cl)ccc1-c1ccc(/C=C/c2cc(C(F)(F)F)[nH]c(=O)n2)o1 | -4 | 0 | 21 | 5 | -2 | 19 | 0.8 | 3 | -1
CCC(CC)COC(=O)C1=C(C)NC(=O)NC1c1ccc(N(C)C)cc1 (stereo unspecified) | -11 | -3 | 19 | 0 | -2 | 20 | 1.8 | -13 | 7
C/C(=N\Nc1nnc(C)c(=O)[nH]1)C(=O)O | -5 | -5 | 6 | 1 | 2 | -26 | 0.1 | -28 | -2
CCOc1ccc(-n2ccc(=O)c(C(=O)Nc3ccc(S(=O)(=O)N4CCOCC4)cc3)n2)cc1 | -11 | 3 | 10 | -2 | 2 | 32 | 1.3 | 7 | -3
CCCOC(=O)c1ccc(Oc2coc3c(CN(CC)CC)c(O)ccc3c2=O)cc1 | -16 | 6 | 35 | -2 | -1 | 1 | 0.3 | -2 | -9
Cc1cccc(OCc2nnc(SCC(=O)Nc3ccc(C)c(C)c3)o2)c1 | 3 | -1 | -11 | -2 | -4 | 16 | 1.8 | 12 | 7
COc1ccc(OC)c(NC(=O)CN(Cc2ccc(Cl)cc2)S(C)(=O)=O)c1 | 9 | -15 | 9 | 1 | 2 | -11 | -0.9 | -19 | 1

# Some values from the entries so far:
# Entry for CCC(CC)COC(=O)C1=C(C)NC(=O)NC1c1ccc(N(C)C)cc1 (stereo unspecified) under EBI2 block: -11
# Entry for CCOC(=O)C(CC)Sc1nnc2c3cc(C)ccc3n(C)c2n1 (stereo unspecified) under tim23-1 inh: 30
# Entry for COc1ccc(OC)c(NC(=O)CN(Cc2ccc(Cl)cc2)S(C)(=O)=O)c1 under CHOP UPR activ: -0.9
# Entry for CCOc1ccc(-n2ccc(=O)c(C(=O)Nc3ccc(S(=O)(=O)N4CCOCC4)cc3)n2)cc1 under EBI2 block: -11
# Entry for Cc1ccc(N2CN(S(=O)(=O)c3cccc([N+](=O)[O-])c3)c3nc4ccccc4nc32)cc1 under APJ antag: -32

# As a short view, 3 of the compounds above.
Molecule | EBI2 block | CXCR6 inh | tim23-1 inh | UPR XBP1 act | APJ ag | Mdm2 MdmX PPI | CHOP UPR activ | APJ antag | CCR6 antagonist
CC(C)CCn1c(Oc2ccccc2Cl)nc2c1c(=O)n(C)c(=O)n2C | 20 | 1 | -27 | 0 | -4 | 18 | -2.3 | -5 | 9
CCOC(=O)N1CCN(S(=O)(=O)N2CCCC(C(=O)NCc3ccccc3OC)C2)CC1 (stereo unspecified) | -7 | -7 | 15 | -4 | -5 | 32 | 0.3 | -3 | -6
O=C(c1ccc(F)cc1)c1ccc(N2CCCC2)cc1 | -1 | 12 | 31 | 4 | -4 | -71 | 6.3 | 9 | 26

# Compounds shown so far with a nitro group on carbon, in the order listed:
Molecule | EBI2 block | CXCR6 inh | tim23-1 inh | UPR XBP1 act | APJ ag | Mdm2 MdmX PPI | CHOP UPR activ | APJ antag | CCR6 antagonist
Cc1ccc(N2CN(S(=O)(=O)c3cccc([N+](=O)[O-])c3)c3nc4ccccc4nc32)cc1 | -3 | -16 | 7 | -4 | 6 | 26 | -0.9 | -32 | 0
COc1cccc(C2NC(=O)CCC2[N+](=O)[O-])c1OC (stereo unspecified) | -5 | 5 | -2 | -3 | 0 | 19 | -1.0 | -10 | 10

# Carrying on:
molecule,EBI2 block,CXCR6 inh,tim23-1 inh,UPR XBP1 act,APJ ag,Mdm2 MdmX PPI,CHOP UPR activ,APJ antag,CCR6 antagonist
CN(C)c1ccc(C(CNC(=O)c2cccs2)N(C)C)cc1 (stereo unspecified),-1,0,-5,6,-1,-8,3.9,9,11
C/C(=N\S(=O)(=O)c1ccc(C)cc1)N1CCCCC1,3,2,6,2,-3,10,0.2,9,-11
CCOC(=O)c1c(CN(C)C)n(C)c2ccc(OC(C)=O)cc12,1,4,11,-6,-2,18,-2.8,23,9
O=C(CN1c2ccccc2S(=O)(=O)c2ccccc21)NCc1ccccc1,1,3,18,-2,8,-11,2.0,-31,6
COc1ccccc1Nc1ccc(C(=O)NC2CCCCC2)cn1,10,-2,24,0,-6,-11,1.1,-4,15
O=C(Nc1ccc(OC(=O)c2ccccc2)c(-c2nc3ccccc3s2)c1)c1ccccc1,23,2,-2,29,-5,68*,15,14,14
Fc1ccc(C2=NN(c3ccccc3)C(c3ccco3)C2)cc1 (stereo unspecified),14,2,0,2,-3,-9,-0.4,16,7
Clc1cccc(Cl)c1COn1nnc2ccccc21,7,3,6,-1,1,3,11,21,11
CCOc1ccc(Nc2oc(-c3cccc(Cl)c3)nc2C#N)cc1,-12,8,-14,6,-4,51*,1.8,-7,0
Cc1cccc(C(=O)NCC(=O)OCc2nnc(-c3ccccc3)o2)c1,7,6,-5,0,2,9,2.9,-62,13
CC(=O)N1CCN(c2ccc(NC(=O)c3ccco3)cc2Cl)CC1,4,-2,3,1,12,8,3.6,-7,5
COCCCNC(=O)c1sc2ncnc(N3CCc4ccccc4C3)c2c1C,12,-2,42,0,-4,31,0.6,9,-18
O=C(COC(=O)c1cc(=O)[nH]c2ccccc12)Nc1cccc(S(=O)(=O)N2CCOCC2)c1,-5,2,4,-1,-3,4,-1.4,-7,11
CCN(CCn1cccn1)C(=O)c1cc(COc2ccc(F)cc2Cl)on1,15,-7,23,-3,2,-9,2.6,12,-12
CC(C)c1ccc(NC(=O)Cc2ccc(NC3=NC4CS(=O)(=O)CC4S3)cc2)cc1 (stereo unspecified),1,0,11,-3,-3,5,-0.7,13,7
COc1ccc(C(CC(=O)O)N2Cc3ccccc3C2=O)cc1 (stereo unspecified),-1,-10,-8,-1,-3,7,0.4,-8,2
CN(C)CCN(Cc1ccccc1)S(=O)(=O)c1ccc2c(c1)n(C)c(=O)c(=O)n2C,1,-7,8,1,2,-10,1.1,0,17
Cc1ccc(N/C=C/c2onc(C)c2[N+](=O)[O-])cc1,17,23,-6,1,-6,-141,5.3,22,15
OC(COC(c1ccccc1)c1ccccc1)CN1CCN(c2cccc(Cl)c2)CC1 (stereo unspecified),-2,2,-20,-2,0,-4,1.0,7,6
O=C(NCc1nc2ccccc2[nH]1)c1ccc([N+](=O)[O-])cc1,-16,-25,2,3,-1,-12,2.0,-27,-2
COc1ccc(NS(=O)(=O)c2ccc(NC(=O)CCNS(=O)(=O)c3ccc(C)cc3)cc2)cc1,2,-7,5,-4,2,36,-0.7,8,21
COc1ccc(NC(=O)COC(=O)c2c3c(nc4ccccc24)CCCC3)cc1,-4,-4,1,2,-2,37,2.2,1,8

# Screens deposited in PubChem BioAssay by Sanford-Burnham Center for Chemical Genomics.

# This is a subset. The share of hits here may be higher or lower than overall.
